High-throughput results: PubChem, several laboratories
PLC-beta3 inh – PLC-beta3 (human) inhibition, primary screen; Q01970; Purified PLC-beta3, fluorogenic substrate, fluorescence; inhibition, % at 12.2 µM; actives 0.18% (n = 370,000); in the data active means inhibition above about 11%;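 further: 0% = median of compound wells on plate and 100% = full blocker control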
Rev-erbA mod – modulators of human Rev-erb alpha DNA binding; P20393; Rev-erbα–FITC-DNA binding, fluorescence polarization, 90 min; activity, % at 10 µM; actives 0.79% (n = 370,000); AID 1259318;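 active means activity above about 14%, limit read from the data; passing the limit was not always enough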;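 further: 0% = DMSO wells with 35 nM protein and 100% = DMSO wells with 750 nM protein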
Target sequence (P20393 whole entry, looked up): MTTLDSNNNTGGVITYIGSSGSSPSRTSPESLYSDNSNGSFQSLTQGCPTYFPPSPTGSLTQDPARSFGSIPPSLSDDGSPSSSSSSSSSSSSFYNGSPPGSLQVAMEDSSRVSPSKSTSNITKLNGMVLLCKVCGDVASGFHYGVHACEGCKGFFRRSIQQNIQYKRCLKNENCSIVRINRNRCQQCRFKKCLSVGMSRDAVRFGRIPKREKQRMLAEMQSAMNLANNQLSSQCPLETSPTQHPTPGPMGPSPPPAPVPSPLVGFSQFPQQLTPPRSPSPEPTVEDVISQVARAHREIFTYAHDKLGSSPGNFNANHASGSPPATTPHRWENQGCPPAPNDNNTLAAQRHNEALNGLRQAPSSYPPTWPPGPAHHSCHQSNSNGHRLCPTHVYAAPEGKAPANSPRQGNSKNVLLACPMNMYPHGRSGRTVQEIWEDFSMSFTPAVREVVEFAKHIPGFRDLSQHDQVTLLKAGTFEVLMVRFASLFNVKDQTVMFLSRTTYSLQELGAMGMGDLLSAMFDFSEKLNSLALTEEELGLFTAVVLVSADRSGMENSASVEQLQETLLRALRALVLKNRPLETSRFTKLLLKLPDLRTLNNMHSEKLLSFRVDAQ
DAX1 inh-1 – NR0B1 (DAX1) inhibition; P51843; HEK293 Gal4-DAX1 luciferase reporter, luminescence; inhibition, % at 6.75 µM; actives 0.99% (n = 340,000); AID 504766;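 active means inhibition above the mean over all tested compounds plus 3 SD, cut at about 4.2% in these data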;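 further: 0% = DAX1-transfected cells with DMSO and 100% = empty-vector control cells with DMSO; inhibition shows as a rise in luminescence from relieved DAX1 repression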
Target sequence (P51843 207-470 limits assumed): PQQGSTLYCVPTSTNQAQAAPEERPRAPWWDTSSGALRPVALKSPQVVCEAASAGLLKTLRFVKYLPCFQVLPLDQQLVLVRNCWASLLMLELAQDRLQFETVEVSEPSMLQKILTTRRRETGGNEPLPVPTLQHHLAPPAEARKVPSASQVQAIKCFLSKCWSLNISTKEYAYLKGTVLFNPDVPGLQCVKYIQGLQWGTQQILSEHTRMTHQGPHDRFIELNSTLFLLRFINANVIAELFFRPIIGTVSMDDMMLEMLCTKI
SMARCA2 act – activators of SMARCA2 function | actives 1% (n = 370,000) | activation, % at 9.1 µM | MG213 cells, MMTV-luciferase reporter, dexamethasone, overnight | AID 652017; in the data active means activation above about 7.8%;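 further: 0% = vehicle wells and 100% = reference activator wells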
HGIII-sPLA2 inh – Blocks human group III sPLA2 activity; Q9NZ20; QFRET BODIPY PC-A2 liposome hydrolysis, fluorescence; inhibition, % at 12.2 µM; actives 0.56% (n = 370,000); AID 743126;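 active means inhibition above mean plus 3 SD of compounds lying within the high and low control bounds, cut at about 19% in these data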;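 further: 0% = median of test compound wells and 100% = no enzyme DMSO wells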
DAX1 inh-2 – DAX1 (NR0B1) inhibition, primary screen. HEK293T StAR-luciferase reporter, SF-1/DAX-1 repression relief. inhibition, % at 6.8 µM. actives 1.1% (n = 370,000). AID 652010;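 active means inhibition above the mean over all tested compounds plus 3 SD, cut at about 3.6% in these data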;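 further: 0% = DAX-1 cells with DMSO and 100% = cells lacking DAX-1 with DMSO; higher inhibition means more luminescence from relief of DAX-1 repression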
ssDAF-12 act – S. stercoralis DAF-12 activation, primary screen; activation, % at 6.8 µM; HEK293 ssDAF-12/GRIP1 lit1-tk-luc reporter, luminescence; % of 3 µM dafachronic acid response; actives 1% (n = 370,000);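 active means activation above the mean over all tested compounds plus 3 SD, cut at about 0.9% in these data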;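 further: 0% = DMSO-only wells and 100% = 3 µM delta7-dafachronic acid wells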
GAA850 FXN act – activators of GAA850 frataxin (FXN) promoter; HEK293 lucGAA850 FXN promoter luciferase reporter, 24 h; percent of 10 µM SAHA response; activation, % at 6 µM; actives 0.56% (n = 360,000);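 active means activation above the average of all compounds screened plus 3 SD, cutoff fixed separately per campaign, cut at about 7.5% in these data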;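 further: 0% = DMSO wells and 100% = 10 µM SAHA wells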
hcDAF-12 act – activators of H. contortus DAF-12 nuclear receptor | activation, % at 6.8 µM | actives 1.4% (n = 370,000) | HEK293 hcDAF-12 lit1-tk-luc reporter, luminescence; 0% DMSO, 100% Δ7-dafachronic acid;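 active means activation above the mean of all tested compounds plus 3 SD, cut at about 5.5% in these data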;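 further: 100% = response to 3 µM Δ7-dafachronic acid high control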
hgDAF12 agonist – hgDAF-12 agonism, primary luciferase screen | HEK293 GAL4-hgDAF12 UAS-luciferase reporter, agonist luminescence; normalized to butyrate control | activation, % at 6.8 µM | actives 1.8% (n = 370,000) | AID 687014;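 active means activation above a cutoff set at the mean of all screened compounds plus 3 SD, cut at about 10% in these data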;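 further: 0% = DMSO wells and 100% = sodium butyrate wells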
PG9 Ab binder – small molecules binding HIV-1 gp120 antibody PG9; TR-FRET gp120-PG9 antibody binding; inhibition, % at 6.7 µM; actives 0.43% (n = 360,000); AID 624416; in the data active means inhibition above about 8.5%
An asterisk follows results filed as active; nt = no result given.

SMILES	PLC-beta3 inh	Rev-erbA mod	DAX1 inh-1	SMARCA2 act	HGIII-sPLA2 inh	DAX1 inh-2	ssDAF-12 act	GAA850 FXN act	hcDAF-12 act	hgDAF12 agonist	PG9 Ab binder
CC(NC(=O)Cc1ccccc1)C(c1ccccc1)N1CCOCC1 (configuration not stated)	0	-7	0.5	0	-1	0.0	-0.9	1.8	-0.3	1.9	-2.6
Cc1ccc(Cl)cc1N1CCN(S(=O)(=O)c2cn(C)cn2)CC1	-6	-1	-0.4	2	-1	-0.1	-1.1	1.1	-2.9	-1.4	0.5
CCc1nnc(NC(=O)c2ccc(OC)c(S(=O)(=O)N3CCCC3)c2)s1	-21	0	-1.2	0	-4	-1.0	-1.4	0.1	0.3	2.4	-1.0
C=CCC(C)(NCc1ccccc1)c1ccc(C)cc1 (configuration not stated)	2	0	0.6	-3	1	-0.8	-1.2	1.4	-2.8	0.7	0.5
CC(=O)Nc1ncnc2c1c(-c1ccc(Cl)cc1)nn2C(C)(C)C	-256	-1	1.0	-1	-2	1.9	-2.5	11*	-3.7	-6.7	-1.1
O=C(CCc1nnc2ccc(N3CCOCC3)nn12)Nc1ccc(F)cc1F	-7	-6	1.6	-2	4	0.0	-0.9	-0.3	-0.4	0.1	-0.4
CN[C@H]1CCc2cc(OC)c(OC)c(OC)c2-c2ccc(OC)c(=O)cc21	6	1	0.2	1	1	6.8*	-0.5	-2.8	-0.3	-3.2	-2.7
COc1ccc(CCN2C(=O)c3[nH]nc(-c4ccccc4O)c3C2c2ccccc2)cc1OC (configuration not stated)	3	1	-2.6	-3	-38	-1.8	-1.9	13*	-3.9	-4.7	1.2
COc1ccc(OC)c(S(=O)(=O)NCC(c2ccco2)N2CCc3ccccc3C2)c1 (configuration not stated)	2	-3	0.4	0	-15	-0.8	-1.2	0.7	0.4	1.2	-1.4
CC1CN(C(=O)c2ccc(Cl)c(S(=O)(=O)NCc3ccco3)c2)CC(C)O1 (configuration not stated)	-11	3	0.1	-4	11	0.0	-1.2	0.7	-0.5	0.7	2.6
COc1ccc(NCC(=O)N/N=C2\CCCC(C)C2)cc1 (configuration not stated)	1	2	1.1	-1	5	0.3	-1.7	0.0	0.3	-0.2	-3.0
O=C(OCC(=O)N1CCOCC1)c1cccc(S(=O)(=O)N2CCCc3ccccc32)c1	-6	-4	-2.9	-1	-3	0.4	-1.8	0.4	-0.5	0.2	-0.2
COc1cccc(CN(C)C(=O)CCN(c2ccccc2)S(=O)(=O)c2ccc(C)cc2)c1OC	-5	2	-1.5	0	-6	-2.9	-1.7	-1.4	-1.1	-4.0	-1.2
CC(C)CC(=O)NC(Nc1ccc([N+](=O)[O-])cc1)C(Cl)(Cl)Cl (configuration not stated)	2	3	-0.9	-2	1	-2.2	-1.8	-1.1	-0.8	3.8	-1.8
Cc1ccc(S(=O)(=O)NN=C(c2ccccc2)c2cccs2)cc1	-9	-1	1.1	-3	-25	-0.8	-1.1	-1.9	-0.9	-4.2	-1.7
COc1ccc(CN2CCNC(=O)C2CC(=O)NCCCn2nnc3ccccc32)cc1C (configuration not stated)	-9	-6	0.1	-1	-5	0.1	-1.5	1.3	2.1	-0.6	-0.1
COc1ccc2c(c1)CCc1c(C(=O)Nc3c(C)nn(Cc4ccccc4)c3C)noc1-2	-3	4	-1.7	-4	0	-0.5	-1.5	0.4	-1.3	-3.9	1.1
Cc1ccc(Cn2ncc3c(N4CCN(CCc5ccccc5)CC4)ncnc32)cc1	-5	-2	nt	-4	-8	-1.5	-1.6	-0.5	-2.0	-2.5	-1.2
COC(=O)c1ccc2c(=O)n(Cc3ccc(C(=O)NCCCN4CCC(C)CC4)cc3)c(=S)[nH]c2c1	-20	-7	-0.3	-1	-5	0.9	-1.3	1.9	1.2	1.9	0.8
COc1ccc(NC(=O)COc2coc(CN3c4ccccc4CC3C)cc2=O)cc1 (configuration not stated)	-8	3	-0.2	-1	-3	-2.2	-1.1	-1.1	-2.2	-2.6	-0.1
COCC(C)NCC(=O)NC(C)CCc1ccccc1 (configuration not stated)	-1	-2	0.7	-2	1	-0.3	-1.6	2.3	-0.4	2.4	0.0
CC(C)n1nnnc1SCC(=O)Nc1cccc(F)c1	-2	3	0.2	0	-2	0.6	-0.9	3.2	-1.2	1.5	-1.2
O=S(=O)(Nc1ccc(-c2cn3ccsc3n2)cc1)c1ccc2c(c1)OCCO2	0	5	1.3	0	-21	0.1	-1.1	0.3	-0.7	0.9	0.1
O=C(C(=O)N1CCC(Cc2ccccc2)CC1)c1cccc(Br)c1	1	6	nt	-7	5	-2.2	-0.6	nt	-0.4	0.6	0.6
O=C(NCc1cccc(Cl)c1)c1cccnc1	2	4	-0.1	0	3	0.1	-1.5	2.4	-0.6	-1.5	0.5
O=C(C1=C[C@H](c2coc3ccccc3c2=O)C[C@H](OCc2ccc(CO)cc2)O1)N1CCN(Cc2ccc3c(c2)OCO3)CC1	0	-2	0.5	1	-28	0.4	-1.2	0.5	-3.3	-0.5	-1.9
O=C(CCCN1CCOC(c2ccccc2)C1)c1ccc(F)cc1 (configuration not stated)	-8	-3	0.8	-2	3	-0.3	-0.5	1.2	-0.4	0.2	3.1
CCc1nnc(NC(=O)CCC(=O)N2CCN(S(=O)(=O)c3cc(Cl)ccc3OC)CC2)s1	2	-1	0.7	1	-7	1.0	-1.2	-2.7	-0.2	1.9	-1.5
CCCS(=O)(=O)N1CCN(Cc2c[nH]c3ccccc23)CC1	-2	-2	0.2	2	-29	0.0	1.4*	2.3	7.2*	2.5	-4.2
Cc1cc(C)c(C(=O)OCC(=O)Nc2cccc(S(=O)(=O)N3CCCCC3)c2)c(C)c1	0	5	-1.4	-3	-39	-0.5	-1.4	0.9	-1.2	-1.1	-1.4
COc1ccc2cc(CN(C(=O)Nc3ccccc3)C3CCCC3)c(=O)[nH]c2c1	3	0	-0.3	-1	-4	-0.7	0.4	-14	2.8	1.5	1.9
Cc1c(/C=N\NC(=O)C2COc3ccc(C(C)(C)C)cc3O2)c2ccccc2n1C (configuration not stated)	-5	-3	0.0	-3	6	0.0	-1.2	-2.9	-2.6	1.5	0.9
CCCCON1C(=O)c2cccc3cccc(c23)C1=O	-21	0	0.5	1	2	0.3	0.4	4.3	9.6*	2.8	-1.5
CCOC(=O)c1cc(CC)sc1NC(=O)c1ccc2c(c1)OCCO2	-22	8	1.8	-3	-1	0.2	-0.4	-0.9	0.6	-0.2	-2.5
O=C1N(Cc2ccc(F)cc2Cl)c2ccccc2C12OCCCO2	2	-1	1.4	-2	-4	0.0	-1.5	3.0	-1.4	-1.5	-3.9
S=C(Nc1ccccn1)c1ccccn1	-2	1	0.5	7.8*	4	1.2	0.3	15*	3.9	4.3	0.7
Cc1ccc(/C(=N\S(=O)(=O)c2ccc(Br)cc2)Nc2ccccc2C)cc1	-9	8	0.5	-4	4	0.2	-1.2	-0.2	-0.8	1.0	-1.3
Cc1cc(C(=O)CN2C(=O)NC(C)(c3cccc(Br)c3)C2=O)c(C)n1Cc1ccco1 (configuration not stated)	0	-1	0.2	-1	-11	-0.8	-1.7	3.1	-1.0	-1.1	-0.7
CCCCCC1CC(CC(=O)Nc2ccc([N+](=O)[O-])cc2)C(=O)O1 (configuration not stated)	6	1	0.2	0	-42	-0.2	-1.7	-1.9	0.3	1.3	-3.4
NC1=C(Br)C(=O)c2ncccc2C1=O	6	-12	-6.5	-13	11	-6.2	-3.1	-15	-7.0	-19	-6.0
CC(=O)NC1CCCCN(C)C1=O (configuration not stated)	0	0	nt	0	6	-0.1	-0.7	nt	-0.1	2.8	-0.4
CCOc1[nH]c(/N=C/c2ccco2)c(C#N)c1C#N	-34	1	2.6	-5	10	0.6	-1.6	-1.7	-1.0	2.0	-0.2
CN(CC(=O)Nc1ccc(Cl)cc1F)C1=NS(=O)(=O)c2ccccc21	-1	0	-1.8	-2	2	-0.6	0.0	-1.4	1.2	1.8	-1.4
COc1ccc(C)cc1NC(=O)c1ccc(NS(=O)(=O)c2c(C)noc2C)cc1	-8	4	1.5	-2	-21	-0.4	-0.7	0.4	-1.5	-0.6	-1.0
CC12CCC(C(=O)N(c3ccccc3Cl)C1=O)C2(C)C (configuration not stated)	6	1	-1.1	2	-3	-0.2	-1.6	1.3	-2.1	-2.6	-1.6
NC(=O)NC(CC(=O)OCC(=O)NC(=O)NCc1ccco1)c1ccc(Cl)cc1 (configuration not stated)	-1	2	1.4	1	-10	-0.5	-1.2	0.0	-2.0	-0.2	-0.1
Cc1cccc(NC(=O)Cn2c(/C=C/c3ccccc3)nc3ccccc32)c1	-352	9	0.6	1	-23	0.4	-0.9	3.1	2.1	6.0	-0.3
Cc1cccc(C2NS(=O)(=O)N=C2N)c1 (configuration not stated)	2	-1	-1.4	-3	0	-0.2	-1.0	1.1	-0.7	0.6	-0.7
Cc1ccc(SC(c2ccc(C)cc2)C(Cn2cncn2)C(=O)c2ccccc2)cc1 (configuration not stated)	3	-2	-0.2	-2	0	0.7	-1.2	-2.0	-1.9	0.1	0.6
COC(=O)CSc1cc(C(F)(F)F)nc(-c2ccccn2)n1	-3	3	-0.2	0	3	-0.6	-1.0	-1.6	-0.9	-1.3	1.3
